CRFR2-BP antag: antagonists of CRF-binding protein/CRF-R2 receptor complex | HEK293 CRF-R2/CRF-BP, CRF-induced calcium fluorescence | inhibition, % at 11.8 µM | 350,000 compounds, 0.59% hits;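 active = inhibition of the ligand-induced calcium signal above about 50% at the single tested concentration, limit read from the data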
IDE cell inh: inhibits human insulin-degrading enzyme in HEK cells | P14735 | FAbetaB cleavage, fluorescence polarization | inhibition, % at 5.59 µM | 320,000 compounds, 0.41% hits | AID 434962;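 active = percent inhibition above the average of all tested compounds plus 3 SD, set per screening campaign, cut at about 16% in these data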;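 note: IDE supplied by intact live HEK cells; FP after avidin binding of uncleaved biotin substrate so inhibition keeps polarization high; 0% = DMSO wells and 100% = 60 µM reference IDE inhibitor Ii1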
Target sequence (P14735 whole entry, looked up): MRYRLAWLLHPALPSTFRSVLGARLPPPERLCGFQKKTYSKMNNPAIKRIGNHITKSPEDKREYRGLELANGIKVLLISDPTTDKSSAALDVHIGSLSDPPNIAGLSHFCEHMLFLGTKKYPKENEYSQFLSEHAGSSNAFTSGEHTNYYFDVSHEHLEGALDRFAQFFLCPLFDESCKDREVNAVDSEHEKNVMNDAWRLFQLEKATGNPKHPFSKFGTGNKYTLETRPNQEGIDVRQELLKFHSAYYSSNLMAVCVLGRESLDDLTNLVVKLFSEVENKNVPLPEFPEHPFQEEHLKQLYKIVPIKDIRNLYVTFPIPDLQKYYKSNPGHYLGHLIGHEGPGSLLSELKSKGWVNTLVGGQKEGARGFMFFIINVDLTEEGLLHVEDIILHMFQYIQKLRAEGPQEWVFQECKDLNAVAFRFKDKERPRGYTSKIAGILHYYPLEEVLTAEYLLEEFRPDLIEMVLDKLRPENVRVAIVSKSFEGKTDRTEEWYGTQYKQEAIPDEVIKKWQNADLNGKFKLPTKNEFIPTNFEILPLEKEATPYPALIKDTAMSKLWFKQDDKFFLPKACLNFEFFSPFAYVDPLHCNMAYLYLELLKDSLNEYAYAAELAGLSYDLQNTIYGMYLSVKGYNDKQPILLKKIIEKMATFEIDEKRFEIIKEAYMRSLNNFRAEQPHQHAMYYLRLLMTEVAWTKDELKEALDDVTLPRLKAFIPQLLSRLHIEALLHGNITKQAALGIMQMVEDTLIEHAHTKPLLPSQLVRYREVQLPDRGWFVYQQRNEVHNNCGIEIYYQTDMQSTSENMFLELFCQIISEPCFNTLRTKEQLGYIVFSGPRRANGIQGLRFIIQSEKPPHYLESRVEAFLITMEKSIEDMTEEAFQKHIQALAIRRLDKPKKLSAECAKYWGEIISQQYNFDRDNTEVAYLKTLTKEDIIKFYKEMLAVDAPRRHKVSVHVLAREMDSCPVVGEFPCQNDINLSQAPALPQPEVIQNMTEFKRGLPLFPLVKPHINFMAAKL
CHRM5 PAM: potentiates acetylcholine response at human M5 receptor | CHO-K1 hM5, Fluo-8 calcium, ACh EC20 PAM; 0% = ACh EC20, 100% = ACh EC100 | activation, % at 3 µM | 360,000 compounds, 0.3% hits | P08912;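 active = activation above the run cutoff, the mean activation of all test compounds plus 3 SD, cut at about 18% in these data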
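Probe or stimulus: acetylcholine, EC20 level; Assay system: human M5 receptor in CHO-K1 cells; Schedule: compound preincubation 140 s before EC20 acetylcholine addition; Technique: intracellular calcium via Fluo-8 fluorescence; Dosing: single-point, 3 µM nominal; Read-out basis: percent activation from peak-over-basal fluorescence ratio, scaled EC20-to-EC100 acetylcholine; Repeats: one well per compound, no replicates.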
CHRM4 PAM: positive allosteric modulators of human muscarinic M4 receptor | activation, % at 3 µM | CHO-K1 hM4/Gqi5, Fluo-8 calcium fluorescence, ACh EC20; 0% = ACh EC20, 100% = maximal ACh | 360,000 compounds, 0.4% hits | P08173;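 active = activation above its plate's cutoff, the mean activation of sample wells plus 3 SD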; note: some results filed as inactive read as strong as hits
M4 antag: CHRM4 antagonism in calcium assay; P08173; CHO-hM4 cells, ACh EC80, Fluo-8 calcium fluorescence; inhibition, % at 3 µM; 360,000 compounds, 0.73% hits; AID 624125;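 active = inhibition above its plate's cutoff, the mean inhibition of sample wells plus 3 SD, cut at about 27% in these data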;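 note: 0% = acetylcholine EC80 with DMSO and 100% = DMSO without agonist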
CRFR2-BP ag: CRF-BP/CRF-R2 complex agonism. HEK293 CRF-R2/CRF-BP, calcium dye fluorescence (FLIPR); percent of saturating CRF peptide response. activation, % at 13.2 µM. 350,000 compounds, 0.46% hits. AID 588473;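 active = activation of at least 50%, plus an integration ratio under a set limit after plate pattern correction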;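 note: plate controls were neutral control wells without compound for no effect and CRF at EC100 for full effect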
CHRM4 agonist: agonists of human muscarinic M4 receptor (CHRM4); P08173; CHO-K1 hM4/Gqi5, Fluo-8 calcium fluorescence; vehicle 0%, full acetylcholine response 100%; activation, % at 3 µM; 360,000 compounds, 0.14% hits; AID 624127;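 active = activation above the run mean over all test wells plus 3 SD, cut at about 32% in these data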;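 note: peak over basal fluorescence ratio per well then scaled between controls; 0% = DMSO wells and 100% = acetylcholine at EC100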
CHRM5 antagonist: blocks acetylcholine activation of human M5 receptor; CHO-hM5 cells, Fluo-8 calcium fluorescence, ACh EC80; 360,000 compounds, 0.59% hits; inhibition, % at 3 µM; P08912;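 active = inhibition above a per-plate cutoff, the mean of that plate's test compounds plus 3 SD, cut at about 27% in these data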;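 note: 0% = acetylcholine EC80 with DMSO and 100% = DMSO without agonist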
M5 ag: agonists of human muscarinic M5 receptor (CHRM5); CHO-K1 hM5 cells, Fluo-8 calcium fluorescence; 0% DMSO wells, 100% maximal acetylcholine response; AID 624037; activation, % at 3 µM; 360,000 compounds, 0.19% hits;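 active = activation above the run's mean over test compounds plus 3 SD, cut at about 23% in these data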;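 note: signal is peak over basal fluorescence ratio across the kinetic read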
* = called active by the depositor; . = no result given. An unsorted share of the library; about 2.9% have a hit in one of these screens.

SMILES	CRFR2-BP antag	IDE cell inh	CHRM5 PAM	CHRM4 PAM	M4 antag	CRFR2-BP ag	CHRM4 agonist	CHRM5 antagonist	M5 ag
Cc1ccc(S(=O)(=O)N2CCC(C(=O)NNC(=O)c3ccncc3)CC2)cc1	2	1	2	3	-3	-0.6	1	-11	-2
CCN(Cc1ccccc1)c1cc2c(c3c1ccn3C)C1CCC2O1 (stereo unspecified)	.	.	-5	-4	-5	.	-3	11	-1
Cc1ccc(-c2cc(NC=O)c3ncc(-c4cnn(C)c4)n3c2)cc1	.	.	-2	-6	4	.	4	6	0
Nc1ncnc2c1ncn2[C@@H]1O[C@H](C(=O)NCC(F)(F)F)[C@@H](O)[C@H]1O	.	.	-1	-1	-1	.	0	9	-2
O=c1[nH]c(C(F)(F)F)nc2c1nc1n2CCC1	-2	.	-4	0	-4	2.1	0	17	1
Nc1c(C2CCCCC2)c(=O)on1C(=O)c1ccccc1	-7	.	11	8	-12	0.8	2	-2	1
CCN(CC)S(=O)(=O)c1ccc(N(C)Cc2ccc(C(F)(F)F)cc2)nc1	-2	-1	-15	-13	26	10	9	29*	-5
Cc1ccc(NC(=O)CSc2nnc(C3CC3)n2N)cc1S(=O)(=O)N1CCOCC1	6	-1	-2	-4	-4	-0.3	0	3	3
CN(C)c1ccc(/C=N/NC(=O)C(=O)/C=C2\NC3(CCCC3)Cc3ccccc32)cc1	-9	5	-5	-6	-14	6.9	-1	4	-4
COc1cc(CNCc2cccs2)ccc1OCC(N)=O	11	1	3	3	3	-1.3	3	1	1
Cc1ccc(C(=O)c2nocc2C(=O)c2cccs2)cc1	32	2	4	20	11	3.7	0	-9	-3
CCc1ccc(-c2nc(SCC(=O)NC3CCS(=O)(=O)C3)n[nH]2)cc1 (stereo unspecified)	-5	3	0	3	-5	-1.3	0	3	-2
CCOC(=O)/C=c1\s/c(=C\c2c(OCC)ccc3ccccc23)c(=O)n1CC(=O)NCC1CCCO1 (stereo unspecified)	-28	1	4	3	-1	4.2	2	1	-2
CCn1c(Cc2cccs2)nnc1SCC(=O)c1ccc(C)cc1	-4	-4	-2	-3	1	-2.1	1	2	-4
Fc1ccc2nc(Nc3nc4c(F)cc(F)cc4s3)sc2c1	3	0	-8	0	-4	-1.4	1	19	-1
O=S(=O)(NCc1ccccn1)c1ccccn1	8	4	0	3	-2	-2.8	1	10	3
CCCOc1ccc(N2C(=O)CC(NCC#N)C2=O)cc1 (stereo unspecified)	0	-3	3	5	-9	0.9	0	5	1
CC(=O)N1c2c(cc(Br)cc2S(=O)(=O)N2CCN(c3ccccc3F)CC2)CC1C (stereo unspecified)	19	-6	0	-7	0	1.5	6	5	-1
COC(=O)c1c(N2C(=O)[C@H]3[C@@H](C2=O)[C@]2(C(=O)Nc4c(C)cc(C)cc42)N2CCC[C@@H]32)sc(C)c1C	-9	-1	7	1	2	0.4	5	1	2
CC1CCC(NC(=O)CC2Oc3ccccc3NC2=O)CC1 (stereo unspecified)	-7	-2	-2	3	0	0.4	0	2	0
CC1CCC(NC(=O)CCS(=O)(=O)c2ccc3c(c2)CCN3C(=O)C2CC2)CC1 (stereo unspecified)	1	-1	1	-5	-15	-2.0	1	8	-3
Cc1cccc(C)c1NC(=O)C1(C)CN(S(C)(=O)=O)CC(=O)N1CCCN1CCOCC1 (stereo unspecified)	.	.	-3	17	-24	.	2	-3	1
CCOC(=O)N1CCC(NC(=O)c2cc3c(=O)[nH]c4ccccc4c3n2C)CC1	-11	5	-4	-1	-5	0.4	2	7	8
COc1ccc(C(=O)NCc2cc(C)nc3ccccc23)cc1OC	1	1	-13	-13	10	0.0	16	9	9

Next section, starting with the last four of the part before.
SMILES	CRFR2-BP antag	IDE cell inh	CHRM5 PAM	CHRM4 PAM	M4 antag	CRFR2-BP ag	CHRM4 agonist	CHRM5 antagonist	M5 ag
CC1CCC(NC(=O)CCS(=O)(=O)c2ccc3c(c2)CCN3C(=O)C2CC2)CC1 (stereo unspecified)	1	-1	1	-5	-15	-2.0	1	8	-3
Cc1cccc(C)c1NC(=O)C1(C)CN(S(C)(=O)=O)CC(=O)N1CCCN1CCOCC1 (stereo unspecified)	.	.	-3	17	-24	.	2	-3	1
CCOC(=O)N1CCC(NC(=O)c2cc3c(=O)[nH]c4ccccc4c3n2C)CC1	-11	5	-4	-1	-5	0.4	2	7	8
COc1ccc(C(=O)NCc2cc(C)nc3ccccc23)cc1OC	1	1	-13	-13	10	0.0	16	9	9
Cc1ccc(-n2c([O-])nc(-[n+]3ccccc3)c2C=O)cc1	15	5	3	2	4	1.4	1	6	2
C[C@H]1CN([C@@H](C)CO)C(=O)CCCn2cc(nn2)CO[C@@H]1CN(C)C(=O)Nc1cccc(F)c1	11	.	1	13	-11	0.3	2	2	2
CC(C)(C)NC(=O)NC(=O)CSc1n[nH]c(-c2ccccc2Br)n1	6	7	-4	4	3	-3.2	2	9	-2
COc1ccc(CNC(=O)C(C)OC(=O)c2cccs2)cc1 (stereo unspecified)	1	-5	1	12	1	-0.4	1	5	-2
COC(=O)/C=c1\sc2n(c1=O)C(C)=CC(C)(C)N=2	20	2	2	13	-7	-1.1	0	4	0
CN(C(=O)Nc1ccc(Cl)cc1Cl)C1CCCC1	0	1	-2	3	-3	0.7	-1	5	-1
O=c1oc(CCO)cc2ccc(Br)cc12	66*	2	2	9	-15	-0.5	1	-1	0
Cc1ccc(C)c(Cn2nnc3c(=O)[nH]c(C4CCCN(S(=O)(=O)Cc5ccccc5)C4)nc32)c1 (stereo unspecified)	10	0	-2	4	1	0.3	2	8	0
Nc1ccc(Cl)c(-c2nc3ncccc3o2)c1	-4	9	1	16	0	2.5	1	-3	-1
O=c1oc(-c2cccc(S(=O)(=O)N3CCOCC3)c2)nc2ccccc12	6	9	10	2	-1	-0.4	-3	-7	3
CC(C(=O)Nc1ccccc1C(F)(F)F)N1CCN(C)CC1 (stereo unspecified)	5	6	-1	-3	8	-0.8	0	15	-5
Cc1cccnc1C(NC(=O)C1CCN(CCOc2ccc(F)cc2)CC1)c1ccc(Cl)cc1 (stereo unspecified)	.	.	-8	-4	4	.	5	13	-2
CC1(C)CC(=O)C(N=Nc2cc(C(F)(F)F)ccc2Cl)=C(O)C1	-15	3	2	4	0	-0.6	0	6	-4
Cc1[nH]n(-c2ccccc2)c(=O)c1C=Nc1ccc(S(N)(=O)=O)cc1	32	1	2	8	2	-1.6	1	-2	1
CCN(Cc1ccncc1)C(=S)Nc1ccccc1	-17	3	-7	7	-12	-1.3	1	0	-2
COc1ccc(S(=O)(=O)NCc2ccccn2)cc1Br	-3	-2	4	-6	-4	-1.4	1	3	-4
NC(=O)c1ccc(Sc2nnc(-c3cccs3)n2CC2CCCO2)c([N+](=O)[O-])c1 (stereo unspecified)	2	0	-3	7	-12	3.1	2	4	0
CC(C)N(C(=O)CC1ON(C)C(=O)N1c1ccc(Cl)cc1)C(C)C (stereo unspecified)	-2	-2	-2	-1	-7	-1.5	1	9	2
O=C(O)c1ccc(Br)c(S(=O)(=O)N2CCCC2)c1	7	0	-2	7	-2	4.6	2	-7	1
CCc1nc(SCc2ccc(F)cc2)n[nH]1	16	-1	1	-3	-16	-0.7	8	7	1
S=C(c1nc2ccccc2[nH]1)N1CCOCC1	3	3	0	8	-7	-1.6	1	0	-1
CC1(C2CC2)NC(=O)N(CC(=O)Nc2cc(S(=O)(=O)N3CCCCC3)ccc2Cl)C1=O (stereo unspecified)	-11	-2	-1	-4	-2	3.3	4	-1	4
COc1ccc(C(=O)NCC(=O)OCC(=O)NC(=O)c2ccc(C(C)(C)C)cc2)cc1OC	-4	4	9	7	-1	-0.5	1	2	-9
CN(C(=O)COC(=O)c1c[nH]c(=O)[nH]c1=O)C1CCCCC1	0	-1	7	13	-3	-0.5	1	-12	-1
CCOc1cccnc1Sc1ccccc1	-12	3	-1	-1	3	-3.1	0	6	1
COc1ccc(CC(=O)Nc2nncs2)cc1OC	-16	-3	3	6	0	-1.3	1	-4	3
Cc1ccc(C(=O)c2c3ccc(C(F)(F)F)cc3[n+]([O-])n2CCCC(N)=O)cc1	-12	4	3	12	-12	0.6	0	5	-1
COc1ccc(-c2csc(NC(=O)c3ccc(S(=O)(=O)N4CCc5ccccc5C4)cc3)n2)cc1	-9	1	3	2	-11	0.0	2	2	-2
CN(C)S(=O)(=O)c1ccc(NC(=O)CN2C(=O)NC3(CCCC3)C2=O)cc1	-8	-4	4	10	0	-0.3	2	16	-1
Cc1cc(-c2ccccc2)nc(N/N=C/c2ccccc2F)n1	-10	9	4	-4	-7	-6.0	2	4	-2
CC1Cc2ccccc2N1C(=O)COC(=O)c1ccccc1NCCO (stereo unspecified)	-3	4	-6	2	-31	0.0	10	1	1
CC(=O)Nc1ccc(C2=CC(=O)CC(C)(C)C2)cc1	4	7	-4	11	1	5.5	2	5	6
Cc1cc(C)c(NC(=O)CSc2nnc(CNC(=O)c3ccccc3F)o2)c(C)c1	-17	0	2	-4	4	-0.9	1	6	-1
CC1(C)Oc2ccc3ccc(=O)oc3c2/C(=C/Nc2ccccn2)C1=O	-6	-2	-13	-2	5	0.9	5	4	3
CCOc1ccc(CN2C(=O)CC(=O)N(S(=O)(=O)c3ccc(OCC)cc3)C2=O)cc1	-10	-2	-8	2	-1	1.4	0	11	-3
COc1ccc(S(=O)(=O)N2CCCCC2)cc1NS(=O)(=O)c1ccc(CNC(C)=O)cc1	8	-4	-2	4	-11	0.1	2	1	2
CCc1nnc(NC(=O)C2CC(=O)N(Cc3ccccc3)C2)s1 (stereo unspecified)	-7	3	10	-4	1	-2.3	1	-1	5
COc1ccc(NC(=O)COC(=O)Cn2nnc3ccccc32)cc1	3	0	10	3	-6	-0.5	1	-8	2
CCc1c(O)nc(SCC(N)=O)n(-c2ccccc2F)c1=O	1	8	1	1	0	0.8	0	-2	1
COc1ccccc1C(=O)Nc1ccnn1C1CCN(Cc2ncc[nH]2)CC1	-1	5	-6	4	4	4.7	1	14	-4
COCC(C)n1c(SCc2ccc(C(=O)OC)cc2)nc2ccccc2c1=O (stereo unspecified)	15	-2	-2	-15	-4	1.4	-2	20	-3
CCOC(=O)c1cnn(Cc2cccc(Cl)c2)c1C	0	-3	3	-3	3	1.0	1	-4	-8
Cc1ccc(CNC(=O)CSc2nnc3n2CCCCC3)cc1	3	4	2	12	-8	-1.3	0	7	0
COc1ccc(CC(=O)Nc2cc(NC(=O)Cc3ccc(OC)c(OC)c3)cc(C(=O)O)c2)cc1OC	3	-4	6	-4	6	3.4	1	-12	1
COc1ccc(C)cc1S(=O)(=O)NCCN1CCOCC1	16	6	7	3	-15	0.0	1	9	-3
CC(=O)Oc1ccc(Cn2c(C)c(C(=O)NCCC#N)sc2=O)cc1	.	.	-6	4	-10	.	2	7	2
Cc1c(CCC(=O)N[C@@H](CC(C)C)C(=O)O)c(=O)oc2cc3oc4c(c3cc12)CCCC4	3	-2	-6	-9	6	-4.8	0	21	-3
CCn1cc(C(=O)N[C@@H](CCSC)C(=O)NCCCN2CCOCC2)c(=O)c2cc3c(cc21)OCO3	-10	8	7	1	-12	0.2	2	-11	-2
